Bioassay records deposited in PubChem by several laboratories.
Mtb RmlCD inh: blocks M. tuberculosis RmlC and RmlD coupled enzymes; P9WH09+P9WH11; RmlC+RmlD coupled enzyme assay, percent inhibition; primary screen in compound mixtures; inhibition, % at 3.6 µM; 160,000 tested, 0.03% active; in the data active means inhibition mostly above about 34%, no sharp cut-off; inconclusive means no clear call, values can overlap the other calls; inactive means mostly below about 22%; further: some results filed as inactive read as strong as hits
Target sequence (P9WH09 whole entry, looked up): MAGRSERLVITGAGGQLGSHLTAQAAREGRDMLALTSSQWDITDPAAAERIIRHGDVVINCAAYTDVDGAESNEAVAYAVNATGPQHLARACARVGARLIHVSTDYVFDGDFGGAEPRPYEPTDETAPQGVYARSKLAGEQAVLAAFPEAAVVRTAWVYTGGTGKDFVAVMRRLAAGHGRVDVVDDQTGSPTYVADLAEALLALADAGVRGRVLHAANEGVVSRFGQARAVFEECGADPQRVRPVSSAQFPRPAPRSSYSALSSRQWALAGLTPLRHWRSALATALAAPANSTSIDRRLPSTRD
Target sequence (P9WH11 whole entry, looked up): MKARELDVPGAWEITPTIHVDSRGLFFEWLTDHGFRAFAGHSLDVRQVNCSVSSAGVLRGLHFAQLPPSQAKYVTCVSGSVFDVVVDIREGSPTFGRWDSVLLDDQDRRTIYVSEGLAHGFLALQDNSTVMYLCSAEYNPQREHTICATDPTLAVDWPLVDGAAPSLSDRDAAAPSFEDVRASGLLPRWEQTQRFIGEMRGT
GlmU inhibition: inhibition of mycobacterial GlmU enzyme – biochemical, glucosamine-1-phosphate acetyltransferase (AID 1376); M. tuberculosis GlmU acetyltransferase enzyme assay; higher % means a stronger effect; inhibition, %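 (tested at 30 µM in the primary screen)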, or IC50 in µM where a hit was titrated; 220,000 tested, 0.25% active; in the data active means inhibition above about 13%; inconclusive means no clear call, values can overlap the other calls;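 further: 0% = complete reaction with vehicle and 100% = reaction without substrate; strong numbers were not always called active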
* marks the source's active call; other numbers are inactive results; ? = inconclusive; . = no result given. Only part of the results is shown. The share of hits here may be higher or lower than overall.

Start of the data: the first 2 entries (preview)
Every second line gives: GlmU inhibition	Mtb RmlCD inh
CCC(=O)Nc1c(-c2cccs2)c(=O)c2ccccc2n1C
  6.8%	61
O=C(c1cccs1)c1cn(Cc2ccccc2Cl)c2ccccc12
  -1.4%	29

The whole of this part, from the start:
Every second line gives: GlmU inhibition	Mtb RmlCD inh
CCC(=O)Nc1c(-c2cccs2)c(=O)c2ccccc2n1C
  6.8%	61
O=C(c1cccs1)c1cn(Cc2ccccc2Cl)c2ccccc12
  -1.4%	29
O=C(COC(=O)c1ccco1)Nc1ccccc1
  4.2%	.
CN(C(=O)/C=C/c1ccco1)c1ccccc1C(=O)O
  -4.2%	0
CCN(C(=O)Cn1c(=O)n2nc(CCn3nc(C)cc3C)nc2c2ccccc21)c1cccc(C)c1
  1.5%	-5
CCC1=NN2C(=N)/C(=C\c3cccn3-c3ccc(OC)cc3)C(=O)N=C2S1
  -3.0%	6
COc1ccc2cc(C(=O)C3CCCN(C(=O)c4cc(=O)n(C)c(=O)n4C)C3)ccc2c1 (stereo unspecified)
  7.5%	11
CCc1ccc(OCCCC(=O)Nc2ccc(N3CCCCC3)cc2)cc1
  0.3%	.
C/C(=N/NC(=O)CNc1ccc(Cl)cc1C)c1ccc(C)cc1
  1.1%	-4
CC(C)Oc1ccc(C2C(C#N)=C(N)Oc3c2oc(CO)cc3=O)cc1 (stereo unspecified)
  -4.2%	.
CC(=O)Nc1cccc(/C(C)=N/NC(=O)c2cc(-c3ccncc3)nc3ccccc23)c1
  -2.4%	-11
CCOc1ccc2[nH]c(=O)c(CN(Cc3nnnn3Cc3ccccc3)CC3CCCO3)cc2c1 (stereo unspecified)
  -0.8%	3
COC(=O)c1sccc1NC(=O)CSc1ccccc1NS(=O)(=O)c1ccc(Cl)cc1
  -2.7%	.
O=C(O)CCCNS(=O)(=O)c1cccs1
  6.1%	.
O=C(Nc1cccc([N+](=O)[O-])c1)c1[nH]ncc1Cl
  -4.7%	15
COc1ccc(CNC(=O)CCn2c(=O)oc3ccccc32)cc1
  2.3%	.
CCOP(=O)(c1ccc(N(C)C)cc1)C(O)c1ccccc1OC (stereo unspecified)
  0.8%	.
CC12CNCC(C)(CN(C3(O)C(=O)Nc4ccc(Br)cc43)C1)C2=O (stereo unspecified)
  -4.8%	-5
CNC(=S)N1N=C(c2ccc(C)cc2)CC1c1cc(OC)ccc1OC (stereo unspecified)
  -0.7%	94
N#CC1=C(N)OC2=C(C(=O)CCC2)C12CCC1(CC2)OCCO1
  -5.6%	13

Whole records as entered above. Screens in order: GlmU inhibition | Mtb RmlCD inh
Listed for CCc1ccc(OCCCC(=O)Nc2ccc(N3CCCCC3)cc2)cc1 = 0.3% | .
Listed for COC(=O)c1sccc1NC(=O)CSc1ccccc1NS(=O)(=O)c1ccc(Cl)cc1 = -2.7% | .
Listed for CC(=O)Nc1cccc(/C(C)=N/NC(=O)c2cc(-c3ccncc3)nc3ccccc23)c1 = -2.4% | -11
Listed for O=C(COC(=O)c1ccco1)Nc1ccccc1 = 4.2% | .
Listed for CC(C)Oc1ccc(C2C(C#N)=C(N)Oc3c2oc(CO)cc3=O)cc1 (stereo unspecified) = -4.2% | .

(listing goes on)
Every second line gives: GlmU inhibition	Mtb RmlCD inh
CCOC(=O)N1CCN(S(=O)(=O)c2ccc(C(=O)Nc3sc4c(c3C#N)CCC4)cc2)CC1
  .	-3
CCC(C)c1ccc(NC(=O)COC(=O)c2nc3nccc(C)n3n2)cc1 (stereo unspecified)
  3.9%	5
CCOC(=O)c1ccc(NC(=O)c2nc[nH]c2C(=O)N(CC)CC)cc1
  6.5%	-9
O=C(CN1CCc2ccccc2C1)NCC(=O)Nc1ccc(F)cc1
  1.8%	-11
COc1ccc(Cl)cc1NC(=O)Nc1ccccc1SC
  -5.2%	-6
NC(=O)NCc1ccccc1F
  -1.5%	-14
CC(=O)Nc1ccc2nc(NC(=O)COc3ccccc3Cl)sc2c1
  2.4%	43
CCn1c(SCC(=O)Nc2cccc(C)n2)nc2c1c(=O)n(C)c(=O)n2C
  0.7%	6
Nc1c(C(=O)O)sc2nc(-c3ccccc3)cc(-c3ccc(F)cc3)c12
  2.4%	-9
COc1ccc2nc(C)cc(C(=O)O)c2c1
  1.2%	-2
CC(C)n1c(N2CCN(C(=O)Nc3ccccc3)CC2)nc2ccccc21
  0.0%	25
O=C(Cc1ccc([N+](=O)[O-])cc1)Nc1nnc(C2CC2)s1
  0.9%	4
CC1=CC(c2ccc(Cl)cc2)n2nc(NC(=O)c3ccccc3)nc2N1 (stereo unspecified)
  1.2%	-32
CC(n1cnnn1)C12CC3CC(CC(C3)C1)C2 (stereo unspecified)
  1.7%	.
O=C(NC(=O)c1ccccc1O)c1ccc2c(c1)CCO2
  2.3%	-7
Cc1ccc(C(=O)N2N=C(CC(C)C)CC2(O)C(F)(F)F)o1 (stereo unspecified)
  2.4%	13
c1ccc(COc2ccc(OCCn3cncn3)cc2)cc1
  -3.1%	.
CC(C)NC(=O)CCNS(=O)(=O)c1ccc(Br)cc1
  1.1%	.
COC(=O)C1=C(c2cc3ccccc3o2)C[C@@H]2CC[C@H]1N2C(=O)N1CCCCC1
  3.1%	.
CNC(=O)CSCc1c(F)cccc1Cl
  -0.3%	.

Every second line gives: GlmU inhibition	Mtb RmlCD inh
CCc1c(O)nc(SCC(=O)Nc2nc3ccccc3s2)n(C2CCCCC2)c1=O
  1.9%	8
Cc1csc(NC(=O)CCCC(=O)O)c1-c1nc2ccccc2s1
  9.8%	-6
CCN(CC)CCNS(=O)(=O)c1ccc(C(=O)NN)cc1
  8.0%	-1
CCCCc1nc2ccccc2c(NC(=O)CN2CCN(C)CC2)c1CCC
  0.3%	.
Cc1cc(C)cc(NC(=O)Nc2cc(S(=O)(=O)N(C)C)ccc2C)c1
  2.2%	8
Cc1nn(-c2ccccc2)c(C)c1-c1cc(C(=O)N/N=C/c2ccc(O)cc2)[nH]n1
  1.0%	4
CC(C)NC(=O)c1ccccc1-c1nc(-c2ccccc2Cl)no1
  -0.6%	11
CCC(=O)Nc1nc2ccccc2n1CCN(C)C
  1.9%	-8
CC(C)CN(C(=O)CSc1nn(-c2ccc(Cl)cc2)c(=S)s1)C1CCS(=O)(=O)C1 (stereo unspecified)
  5.1%	-7
O=C(CNS(=O)(=O)c1ccc(Br)s1)NCC1COc2ccccc2O1 (stereo unspecified)
  1.1%	.
N#CCCn1nc(-c2ccccc2)cc1-n1c(C(F)(F)F)nc2ccccc21
  0.2%	.
COc1cccc(C2=NOC(C(=O)NC(C)C)C2)c1 (stereo unspecified)
  5.0%	.
CC(Sc1n[nH]c(N)n1)C(=O)Nc1ccccc1-c1ccccc1 (stereo unspecified)
  3.7%	-8
CC(=O)N(CN1C(=O)c2ccccc2C1=O)c1ccccc1
  2.8%	.
O=C(O)c1cscn1
  1.3%	.
Cc1ccc(C)c(-n2c(C)nc3ccccc3c2=O)c1
  0.5%	7
OC1(c2ccccc2Cl)NN=C2CCCCCN21 (stereo unspecified)
  1.3%	-8
O=C(NC1CCCC1)c1ccc(CSc2nc3ccncc3n2Cc2ccc(F)cc2)cc1
  -7.4%	.
CCOC(=O)c1ccccc1N/C=C1\CCCCC1=O
  -5.4%	.
Cc1nc2ccccc2c2oc(C(=O)Nc3ccc4c(c3)OCCO4)cc12
  -0.3%	5

Every second line gives: GlmU inhibition	Mtb RmlCD inh
CC(=O)C1=C(O)C(=O)N(CCN(C)C)C1c1ccc(Cl)cc1 (stereo unspecified)
  -3.6%	12
CCOc1ccc(C2NC(=S)NC3=C2CCc2ccccc23)cc1 (stereo unspecified)
  -4.3%	8
O=C(CCC(=O)N1CCN(c2ccccc2)CC1)Nc1nnc(C2CCCCC2)s1
  1.6%	7
CCn1nc(C)cc1C(=O)N1CCCC(CCC(=O)NCc2ccccc2F)C1 (stereo unspecified)
  3.0%	-13
Cc1nn(CC(=O)NCc2ccc(Cl)cc2)c(C)c1[N+](=O)[O-]
  -3.2%	.
Cc1ccccc1OCC(=O)Nc1ccccc1-c1ccccc1NC(=O)COc1ccccc1C
  -1.1%	-4
CCCNC(=O)C(=O)Nc1ccc(N(C)C)cc1
  -2.5%	.
Cc1ccc(Sc2cc(N3CCOCC3)nc(-c3ccccc3)n2)cc1
  .	0
Cc1cccc(-n2c(Cn3nc(C)c([N+](=O)[O-])c3C)n[nH]c2=S)c1
  1.5%	49
C=CCn1c(Cc2cccs2)nnc1SC/C=C/c1ccccc1
  -0.1%	.
Cc1cc(C)c(CN2CCN(Cc3ccc(C)o3)C(CCO)C2)c(-n2cccn2)c1 (stereo unspecified)
  3.2%	7
CC(C)C(=O)N1CCN(C2=NS(=O)(=O)c3ccccc32)CC1
  -4.6%	.
CCS(=O)(=O)c1ccc2oc(SCC(=O)Nc3ccc(OC)c(OC)c3)nc2c1
  -2.1%	-11
CCC(C)n1c(SCC(=O)NCc2ccco2)nnc1-c1cccc(S(=O)(=O)N2CCOCC2)c1 (stereo unspecified)
  -7.3%	9
CCC(=O)N1CCN(c2cc(N3CCN(C)CC3)c(F)cc2[N+](=O)[O-])CC1
  -2.5%	-11
CC[C@H](C)[C@H](NC(=O)[C@H](Cc1ccc(O)cc1)NC(=O)[C@@H](N)C(C)C)C(=O)N[C@@H](Cc1cnc[nH]1)C(=O)N1CCC[C@H]1C(=O)N[C@@H](Cc1ccccc1)C(=O)O
  -3.9%	.
CCOC(=O)c1cnc(SCC(=O)OC)nc1N
  2.8%	-15
CC(=O)NCCc1ccc(O)cc1
  -3.3%	.
C/C(=N\NC(=O)c1c(Cl)cnn1C)c1cccc(NC(=O)COc2ccccc2)c1
  -0.7%	8
CCc1nc(SCC(=O)NNC(=O)c2ccc(OC)cc2)c2ccccc2n1
  5.3%	2

Every second line gives: GlmU inhibition	Mtb RmlCD inh
O=C(Nc1ccncc1)Nc1ccc(F)c(Cl)c1
  -3.3%	.
COc1ccc([N+](=O)[O-])cc1NC(=O)c1ccccc1N(C)S(C)(=O)=O
  2.9%	.
Cc1cc(C)c(C)c(S(=O)(=O)NC(C(=O)O)C(C)C)c1C (stereo unspecified)
  -3.9%	0
COc1ccc([C@@H]2C[C@H](c3ccccc3)Oc3cc(C)cc(C)c32)cc1
  5.6%	-17
COc1ccc(N2CCN(C(=O)CSc3nnc(-c4ccco4)n3C)CC2)cc1
  -4.9%	6
O=[N+]([O-])c1ccc(Oc2cccnc2)nc1
  1.0%	-11
COCCn1c(-c2ccc(Cl)cc2)cnc1SCC(=O)NCc1cccs1
  0.7%	65
Cc1cc(NC(=O)C(=O)NCCN2CCN(S(C)(=O)=O)CC2)ccc1Br
  8.5%	-12
Cc1ccc(-n2c(SCC(=O)Nc3cc(S(=O)(=O)N4CCOCC4)ccc3Cl)nc3ccccc3c2=O)cc1
  -5.8%	-8
c1ccc(-c2nc(-n3ccnc3)nc(-n3ccnc3)n2)cc1
  -1.2%	?
CSc1ccc(CN(C)C(C)C(=O)Nc2ccc(F)c(F)c2F)cc1 (stereo unspecified)
  -3.9%	-11
CC(C)(C)C1=C(C#N)C(c2ccncc2)C(C#N)=C(N)O1 (stereo unspecified)
  -2.2%	1
COc1cccc(-c2nn(C)c3sc(C(=O)N4CCN(c5ccccn5)CC4)cc23)c1
  4.0%	-10
O=S1(=O)CCN(CCc2c[nH]c3ccccc23)CC1
  -1.3%	.
CCOc1ccc(Nc2nc(Cc3nnc(SCC(=O)NCC4CCCO4)n3C)cs2)cc1 (stereo unspecified)
  .	15
CCOc1cc([C@@H]2C[C@H]3CN(c4ccccc4)C(=O)[C@]34CCCN24)ccc1OC
  3.1%	.
O=C(N/N=C/c1ccc(-c2cccc(C(F)(F)F)c2)o1)c1ccccc1Br
  1.2%	-3
Cc1cc(Cl)ccc1Oc1nccc(N(C)C)c1C#N
  -4.3%	.
COc1cc(NC(=O)c2ccccc2Cl)c(OC)cc1NC(=O)CN1CCCCC1
  6.1%	5
CCCOc1ccc(/C=N/NC(=O)CSc2ccccn2)cc1OC
  0.1%	36

Every second line gives: GlmU inhibition	Mtb RmlCD inh
COc1ccc(OC)c(NC(=O)CNC(=O)Cn2cnc3ccccc3c2=O)c1
  4.1%	-12
O=C(NCCc1c[nH]c2ccccc12)/C(=C\c1cccs1)NC(=O)c1ccccc1
  2.5%	-13
NC(=O)c1nsc(C(=O)N(CC(=O)NC2CCCC2)Cc2ccc3c(c2)OCO3)c1N
  2.0%	9
CCOC(=O)C1(Cc2cccc(OC)c2)CCCN(Cc2cnn(C)c2)C1 (stereo unspecified)
  -0.5%	.
Cc1cnn(-c2cc(N/N=C/c3cccc(F)c3)ncn2)c1
  3.8%	8
CCc1nnc(NC(=O)[C@@H](NC(=O)c2cccc(C)c2)C(C)C)s1
  6.7%	6
COc1cccc(N=c2oc3ccccc3cc2-c2nc3ccccc3[nH]2)c1
  2.4%	-2
Cc1ccc(NCN2C(=O)C(=O)c3ccccc32)nc1
  4.6%	-23
O=C1C=CC(=O)N1c1ccc(Sc2ccc([N+](=O)[O-])cc2)cc1
  -1.1%	-2
Fc1ccccc1Cc1noc(CN(Cc2ccccn2)CC2CCCO2)n1 (stereo unspecified)
  -0.5%	.
